Screens as filed in PubChem.
KDM5B inhibitor = Primary screen for KDM5B Histone Demethylases FDH-coupled qHTS | KDM5B demethylase, FDH-coupled NADH fluorescence (FDH is formaldehyde dehydrogenase) | Potency, µM (top dose mostly 57.7 µM), without a hit: at the top dose activity change, negative = inhibition, hits mostly inhibitors | hit rate 2.6% among 220,000; active = well fitted inhibition curve with a large enough effect; inconclusive = small, poorly fitted or top-dose-only effect; inactive = no such curve, though single readings can be large or run the other way; note: 0% is about no effect; nearly all actives have a fitted effect of over 70% in size
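Here, H3K4me3 peptide (12.5 µM in substrate mix) is demethylated by KDM5BΔAP, 200 nM final, after 10 min compound exposure. Formaldehyde product is coupled through FDH (0.25 U/mL in mix) to NADH fluorescence; 30-min ΔRFU feeds dose-response curves.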
An asterisk follows results filed as active; i = inactive; ? = inconclusive; [ ] = remark or other dose. Potency is the fitted concentration of half-maximal effect.

SMILES | KDM5B inhibitor
O=c1cc(-c2ccccc2Cl)nc(-c2ccc(CN3CCC[C@@H](O)C3)cc2)[nH]1 | ?
CC(C)(C)OC(=O)N1CCC(c2c(C(=O)NCCN3CCOCC3)cnn2-c2ccc(F)cc2F)CC1 | 9%
CN(CC1CCOCC1)C(=O)c1ccc2nc(Cc3cccc(Cl)c3)oc2c1 | -19%
CCC(=O)N1CCc2cc(S(=O)(=O)NC(C(=O)NCCc3ccc(Cl)cc3)C(C)C)ccc21 (stereo not given) | 1%
CCn1nccc1C(=O)N1CCCC2(C1)Nc1cccnc1NC2=NCc1ccccc1 (stereo not given) | ?
COCCN1C(=O)c2cccn2CC1CNC(=O)COc1ccc(C)cc1 (stereo not given) | -25%
CCOc1ccc(-c2c(C)nn3c(C)c(C(=O)NCc4ccc(Cl)cc4)cnc23)cc1OCC | -17%
COC1CCN(CC(=O)Nc2cccc(C(=O)Nc3cccc(C(F)(F)F)c3)c2)CC1 | 7%
OCC1(CN2CCCC2)CCN(Cc2ccccc2F)CC1 | -20%
O=C(Cc1cccnc1)N1CCC(c2nc(C3CC3)no2)C1 (stereo not given) | -3%
CC1Sc2ccc(C(=O)NO)cc2NC1=O (stereo not given) | ?
O=C(Nc1cccc(Cl)c1)c1cccc(N2C(=O)C3CC=CCC3C2=O)c1 (stereo not given) | -13%
Cc1ccc(OC(=O)c2ccc(CSc3ccc(Cl)cc3)cc2)c(C(C)(C)C)c1 | -4%
CCCCn1c(=O)[nH]c(=O)c2c1nc(CSc1nnnn1C1CCCC1)n2CC | 3%
CSc1ccc(CCNC(=O)c2cnn(-c3ccccc3)c2-n2cccc2)cc1 | -8%
COc1cc2c(cc1OC)CN(C(=O)C[C@@H]1CCNC[C@@H]1Cc1cc(-c3ccccc3)on1)CC2 | ?
CO[C@@H]1CO[C@H]2[C@@H]1OC[C@@H]2NS(=O)(=O)c1ccccc1C#N | -10%[86.2 µM]
CC(C)c1noc(-c2cn(C3CCN(C(=O)c4ccccc4F)CC3)nn2)n1 | 19%
Cc1nc2ccccc2nc1SC(C)C(=O)Nc1ccccc1C(F)(F)F (stereo not given) | -2%
CC(C)CCNC(=O)c1ccc(CNC(N)=O)cc1 | -9%
O=C(c1ccc(Br)cc1)N(Cc1ccco1)c1ccccn1 | ?
Cc1[nH]c2ccc(F)cc2c1C(=O)CCl | -7%
CC(C)c1nc(Cn2ncc(N3CCOC(CCN)C3)cc2=O)no1 (stereo not given) | -13%
CC(SC1CCCC1)C(=O)Nc1cccc(Cl)c1Cl (stereo not given) | 17%
O=C(Nc1ccncc1Cl)C(Sc1ccccc1)c1ccccc1 (stereo not given) | -4%
More entries follow:
SMILES | KDM5B inhibitor
CCCOc1ccc(C(=O)/C(=C/c2ccncc2)c2nc3ccccc3o2)cc1 | ?
Cc1cccnc1NC(=O)CCNC(=O)c1ccccc1Cl | -5%
CN1CC(=O)N(C2CCCNC2)Cc2c(NCCCc3ccccc3)ncnc21 (stereo not given) | ?
Cc1ccc(S(=O)(=O)N2CCCC2c2nc3ccccc3[nH]2)cc1C (stereo not given) | ?
COc1ccc(C2Cn3nnc(-c4noc(-c5ccccc5C)n4)c3CO2)cc1 (stereo not given) | -34%
COc1ccccc1CCc1nc(-c2nnn3c2COC(c2ccc(C)cc2)C3)no1 (stereo not given) | 6%
CSc1ccc(C(C)NC(=O)c2ccc(F)cc2)cc1 (stereo not given) | 14%
COc1cccc(NC(=O)CSc2nc3ccccc3nc2Cc2ccccc2OC)c1 | 7%
CC(C)N(Cc1ccccc1)C(=O)COC(=O)c1nn(-c2ccccc2)c(=O)c2ccccc12 | 20%
O=C(NCc1cccc(Cl)c1)C1CCN(C(=O)c2sccc2-n2cccc2)CC1 | -3%
Cc1nc2c(c(-c3ccc(Cl)cc3)n1)CCN(C(=O)c1ccc(Cl)nc1)CC2 | -5%
Cc1noc(C)c1S(=O)(=O)N(CC(=O)Nc1ccc(F)cc1F)c1ccc(C(C)C)cc1 | ?
CCOc1ccc(S(=O)(=O)n2ccnc2C)cc1 | 2%
CC(C)OCCCNC(=O)Cn1ccc2c(Cl)cccc21 | -2%
O=C(N1CCCCC1)N1CCN(C2CCNCC2)C(=O)C1 | 89µM*
COc1ccc(-c2cc(-c3nc(-c4ccccc4F)no3)[nH]n2)c(OC)c1 | 10%
COc1cccc(N2CCN(C(=O)CCC(=O)c3ccc(Cl)s3)CC2)c1 | 4%
CCCCSc1nnc2n(-c3ccc(OC)cc3)c(=O)c3c4c(sc3n12)COC(C(C)C)C4 (stereo not given) | 0%
NC(=O)c1cc[nH]c1C1CCCN(C(=O)NC2CCCCC2)C1 (stereo not given) | -13%
COc1ccc(CCNS(=O)(=O)c2cn(C)nc2C)cc1OC | 5%
Cc1nc2c(-c3ccccc3)c(C)nn2c(C)c1CCC(=O)NCc1ccccc1Cl | ?
COc1ccc2c(c1)CC/C2=N\OC(=O)c1cc(SC)ccc1Cl | ?
COc1ccc(OC)c(NC(=O)COC(=O)c2ccc(C)s2)c1 | -14%
CCCCC(=O)NC1(C(F)(F)F)C(=O)N(Cc2ccccc2)C(C)=C1C(=O)c1ccccc1 (stereo not given) | -17%
COc1ccccc1CNC(=O)c1ccc(-c2nc(CS(=O)c3ccccc3)c(C)o2)cc1 (stereo not given) | -24%
Additional records:
SMILES | KDM5B inhibitor
Cc1c(Cl)cccc1NC(=O)C(C)n1c(=O)cc(C)c2c(C)nn(-c3ccccc3)c21 (stereo not given) | -10%
N#CC(C#N)=Cc1cc(-c2ccccc2)[nH]c1-c1ccccc1 | 10%
CCCCCCOc1ccc(C(=O)/C=C/C(=O)O)cc1 | ?
CCOC(=O)c1c(C)[nH]c(C)c1S(=O)(=O)N1CCN(c2cccc(C(F)(F)F)c2)CC1 | -26%
O=C(COC(=O)c1ccccn1)NC(=O)c1ccccc1 | -5%
Cc1nc2ccc(C(=O)NCC(C)C)cc2nc1C | 17%
COc1cc2c(cc1OC)C(C[C@H]1CN(C(=O)c3ccc(C#N)cc3)CC[C@H]1CC(=O)O)=NCC2 | i
O=C1N[C@H](Cc2ccc(O)cc2)C(=O)N2CC[C@H](NS(=O)(=O)c3ccc(Cl)cc3)C[C@@H]12 | -9%
CS(=O)(=O)N1CCCN(Cc2ccc(C#N)cc2)CCNC(=O)CC1c1ccccc1 (stereo not given) | ?
COc1ccc(N2CCN(C(=O)CN3C(=O)NC4(CCC(C)CC4)C3=O)CC2)cc1 (stereo not given) | 1%
Cc1nc2c(C(=O)NCCc3ccc(Cl)cc3)c[nH]n2c(=O)c1Cc1ccccc1F | ?
Cn1c(=O)c2sccc2n2c(CCCC(=O)NC3CCCCC3)nnc12 | -25%
Cc1cc(C)nc(-n2nc(C)c3c2N(Cc2ccccc2C)C(=O)CC3c2ccc(Cl)cc2)n1 (stereo not given) | 0%
Cc1ccc2c(c1)CC(C)N2S(=O)(=O)c1nnc(NC(=O)C(C)C)s1 (stereo not given) | -5%
O=C1[C@@H]2C[C@@H](CN2Cc2ccc(C(F)(F)F)cc2)Oc2ccccc2N1Cc1cccnc1 | 2%
c1ccc(-c2nc(CSC3=NCCCN3)cs2)cc1 | 7%
CCC(Sc1ncnc2sc3c(c12)CCCC3)C(=O)OCC(C)C (stereo not given) | -17%
CC1CC(CCN)(c2ccccc2)C(C)CN1C (stereo not given) | -26%
O=C(CN1CCN(Cc2ccccc2Cl)C1=O)NCCc1ccc(Cl)cc1 | 14%
CC(C)Cn1nc(C(=O)N2CCCC(c3nc4ccccc4s3)C2)c2ccccc2c1=O (stereo not given) | 11%
CCCN1CCC2(CCN(C(=O)c3ccc(C)cc3)CC2)Oc2ccccc21 | -16%
C=CCNC(=O)NC(=O)CN(C)Cc1ccccc1Br | 20%
COCCCNC(=O)CCc1c(C)nc2nc(-c3cc(OC)cc(OC)c3)nn2c1C | -39%
CC(CNC(=O)c1cc2ccccc2s1)N1CCCC1 (stereo not given) | -21%
Cc1ccc(C)c(NC(=O)Cn2c(=O)n(-c3ccc(CC(=O)NC(C)C)cc3)c(=O)c3ccccc32)c1 | 3%
Additional structures
SMILES | KDM5B inhibitor
O=C(Nc1cccc(C(=O)O)c1)/C(=C/c1ccccc1)NC(=O)c1cccc(Br)c1 | 8%
CC(C)c1ccc(C(=O)N2c3ccccc3CC2c2nc(C3CC3)no2)cc1 (stereo not given) | 95%[activator]
O=C(c1ccsc1)N1CCC(N2C(=O)C(O)C23CCCCC3)CC1 (stereo not given) | 0%
COc1cccc(-c2cn3c(n2)NCCC3)c1 | 25µM*
Cc1cn2nc(C(=O)NCc3cccc(Cl)c3)cc2c(N2CCSCC2)n1 | 14µM*
Cc1c(O)nc(SCC(=O)Nc2ccc(Cl)cc2Cl)n(-c2ccc(F)cc2)c1=O | -14%
CCC1(CC)CC1C(=O)NCc1cc2c(nc1OC)CN(C1CCCC1)C2=O (stereo not given) | -17%
COc1ccc(NC(=O)CCc2nc3cccnc3n2-c2ccccc2)cc1Cl | ?
OCc1ccc(-c2nc(C3CCOC3)nn2C2CCCCC2)cc1 (stereo not given) | 14%
Cc1onc(-c2ccccc2)c1NC(=O)N(CCC(=O)O)Cc1ccccc1 | 0%
CCCNC(=O)[C@@H]1Cc2cn(Cc3cc(C)on3)c3cccc(c23)[C@H](CC(C)C)N1 | ?
Cc1cccc(-c2nc(Cn3c(-c4ccccc4)nc(C)c(CCO)c3=O)c(C)o2)c1 | -9%
COC[C@@H]1OC[C@@]2(C)C3CC[C@@H](O)[C@@H](CC(=O)N4CCC(C)CC4)[C@]3(C)CC[C@H]2O1 (stereo not given in full) | -2%[86.2 µM]
Cc1cnc(C)c(-c2cc(O)c3c(c2)CNCCO3)n1 | -36%
O=C(Nc1ccc(C(=O)N2CCCCC2)cc1)Nc1cccc(Cl)c1 | 3%
CC(=O)c1cccc(NS(=O)(=O)c2ccc(-c3cnc(C4CC4)o3)cc2)c1 | -29%
CCOc1cc(/C=C/C(=O)c2ccccc2Cl)cc(Cl)c1O | ?
COC(=O)c1ccccc1NC(=O)c1ccc(-c2nc(CSc3ccc(C)cc3)c(C)o2)cc1 | -16%
Cc1ccnc(Nc2nc(-c3ccccc3)c3cc(Cl)ccc3n2)n1 | -13%
Cn1ccnc1-c1ccc(N2CC[C@@]3(O)CCN(S(C)(=O)=O)C[C@H]3C2)nn1 | 32µM*
c1cnn(CCC2CCN(c3ncncn3)CC2)c1 | 24%
CN(CCOc1ccc(Br)cc1)C(=O)CSc1nnnn1C | 30%
CN(CCS(=O)(=O)c1ccccc1)Cc1ccccc1 | -5%
O=C(c1cccc(C(F)(F)F)c1)N1CCC(n2cnnc2C2CC2)CC1 | -3%
Cc1cc(NC(=O)CN2CCN(C(=O)c3ccc(Br)cc3)CC2)no1 | 7%
New compounds follow
SMILES | KDM5B inhibitor
CCN1C(=O)C2CC3(CCN(C(=O)c4ccc(C)s4)CC3)CN2C1=O (stereo not given) | -6%
Cc1oc(-c2ccc(C(=O)N3CCOCC3)cc2)nc1CS(=O)(=O)c1ccccc1 | -6%
CC(=O)c1cc(CCC(=O)OC(C)C(=O)C23CC4CC(CC(C4)C2)C3)oc1C (stereo not given) | -17%
COc1ccc(CC(=O)NC(C)CCc2ccccc2)cc1OC (stereo not given) | -1%
COCC1CN(C)CC12CCN(Cc1ccc(Br)o1)CC2 (stereo not given) | -34%
CN(CCn1cc(-c2cncnc2)nn1)S(C)(=O)=O | -15%
CCN1CCc2c(sc(-n3cccc3)c2C(C)NC(=O)Nc2ccc(Br)cc2)C1 (stereo not given) | ?
CCOc1ccc(NC(=O)/C(C#N)=C/c2c[nH]c3ccccc23)cc1 | 2%
O=C(NCCC1=CCCCC1)c1ccc2c(c1)ncn2-c1cccc(Cl)c1 | -3%

Quoted from the results shown, 17 compounds:
SMILES | KDM5B inhibitor
O=c1cc(-c2ccccc2Cl)nc(-c2ccc(CN3CCC[C@@H](O)C3)cc2)[nH]1 | ?
CC(C)(C)OC(=O)N1CCC(c2c(C(=O)NCCN3CCOCC3)cnn2-c2ccc(F)cc2F)CC1 | 9%
CN(CC1CCOCC1)C(=O)c1ccc2nc(Cc3cccc(Cl)c3)oc2c1 | -19%
CCC(=O)N1CCc2cc(S(=O)(=O)NC(C(=O)NCCc3ccc(Cl)cc3)C(C)C)ccc21 (stereo not given) | 1%
CCn1nccc1C(=O)N1CCCC2(C1)Nc1cccnc1NC2=NCc1ccccc1 (stereo not given) | ?
COCCN1C(=O)c2cccn2CC1CNC(=O)COc1ccc(C)cc1 (stereo not given) | -25%
CCOc1ccc(-c2c(C)nn3c(C)c(C(=O)NCc4ccc(Cl)cc4)cnc23)cc1OCC | -17%
COC1CCN(CC(=O)Nc2cccc(C(=O)Nc3cccc(C(F)(F)F)c3)c2)CC1 | 7%
OCC1(CN2CCCC2)CCN(Cc2ccccc2F)CC1 | -20%
O=C(Cc1cccnc1)N1CCC(c2nc(C3CC3)no2)C1 (stereo not given) | -3%
CC1Sc2ccc(C(=O)NO)cc2NC1=O (stereo not given) | ?
O=C(Nc1cccc(Cl)c1)c1cccc(N2C(=O)C3CC=CCC3C2=O)c1 (stereo not given) | -13%
Cc1ccc(OC(=O)c2ccc(CSc3ccc(Cl)cc3)cc2)c(C(C)(C)C)c1 | -4%
CCCCn1c(=O)[nH]c(=O)c2c1nc(CSc1nnnn1C1CCCC1)n2CC | 3%
CSc1ccc(CCNC(=O)c2cnn(-c3ccccc3)c2-n2cccc2)cc1 | -8%
COc1cc2c(cc1OC)CN(C(=O)C[C@@H]1CCNC[C@@H]1Cc1cc(-c3ccccc3)on1)CC2 | ?
CO[C@@H]1CO[C@H]2[C@@H]1OC[C@@H]2NS(=O)(=O)c1ccccc1C#N | -10%[86.2 µM]

The list is partial. The share of hits here may be higher or lower than overall.
